High-throughput results: PubChem, several laboratories
Anthrax LF prot: Bacillus anthracis LF protease inhibitors, primary screen, biochemical, multiplex microsphere, MLPCN library; Lethal factor (Bacillus anthracis), P15917; multiplex microsphere protease cleavage assay; inhibition, % at 10 µM; actives 0.12% (n = 360,000); AID 588501, 2011; note: plate controls were buffer without enzyme for full effect and enzyme alone for no effect
CCHFV vOTU inh: CCHFV vOTU protease inhibitors, primary screen, biochemical, Pep-AMC substrate, fluorescence. Crimean-Congo hemorrhagic fever virus L polyprotein viral ovarian tumor (vOTU) protease …. inhibition, % at 11.5 µM. actives 0.55% (n = 370,000); in the data active = inhibition above about 30%; note: 0% = vehicle wells with enzyme and 100% = no enzyme wells
VHR inh abs: VHR1 phosphatase inhibitors, primary screen, biochemical, absorbance, uHTS. AID 1654, 2009. inhibition, % at 13.3 µM. actives 0.52% (n = 290,000). recombinant VHR phosphatase, pNPP absorbance; in the data active = inhibition above about 50%; note: some compounds called inactive have numbers as strong as hits
Target sequence (P51452 whole entry, looked up): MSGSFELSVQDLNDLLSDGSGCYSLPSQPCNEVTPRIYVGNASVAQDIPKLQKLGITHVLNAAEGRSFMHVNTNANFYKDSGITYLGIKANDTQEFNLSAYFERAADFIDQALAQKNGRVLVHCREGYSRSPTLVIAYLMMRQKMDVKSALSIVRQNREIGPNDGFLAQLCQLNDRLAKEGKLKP
PrPC surface inh: inhibitors of human cell surface prion protein PrPC, primary screen, cell-based, TR-FRET | TR-FRET read-out | inhibition, % at 13.8 µM | actives 0.43% (n = 370,000) | AID 720596, 2013; in the data active = inhibition above about 24%; note: 0% = median of the test wells and 100% = reference compound wells
Rv3671c protease: Rv3671c serine protease inhibitors, primary screen, biochemical, fluorescence polarization, M. tuberculosis H37Rv; P9WHR9; inhibition, % at 5.96 µM; actives 0.048% (n = 320,000); in the data active = inhibition above about 38%;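 note: extracellular domain of Rv3671c used as enzyme; 0% = enzyme with DMSO and 100% = no enzyme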
Target sequence (P9WHR9 whole entry, looked up, the tested form may be a part): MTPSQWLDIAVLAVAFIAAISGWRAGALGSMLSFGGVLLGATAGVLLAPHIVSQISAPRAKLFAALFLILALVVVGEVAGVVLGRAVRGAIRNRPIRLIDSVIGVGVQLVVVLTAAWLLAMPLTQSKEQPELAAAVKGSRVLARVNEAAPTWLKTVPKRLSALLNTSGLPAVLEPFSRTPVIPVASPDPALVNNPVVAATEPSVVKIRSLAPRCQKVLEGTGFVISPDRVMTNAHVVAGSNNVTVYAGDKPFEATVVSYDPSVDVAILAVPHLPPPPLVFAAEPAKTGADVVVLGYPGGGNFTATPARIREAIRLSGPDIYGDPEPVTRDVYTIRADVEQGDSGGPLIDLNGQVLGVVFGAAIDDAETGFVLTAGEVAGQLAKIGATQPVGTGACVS
SSB-PriA inh: inhibitors of Klebsiella pneumoniae PriA binding to SSB C-terminal tail, primary screen, biochemical, AlphaScreen | actives 0.6% (n = 430,000) | AlphaScreen SSBct-PriA binding, biotinylated peptide | PriA–SSB C-terminal tail interaction (Klebsiella pneumoniae) | inhibition, % at 33 µM; in the data active = inhibition mostly above about 37%, no sharp cut-off; inactive = mostly below about 20%;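 note: plate controls were negative control peptide for no effect and reference peptide for full effect; strong numbers were not always called active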
SARS 3CLpro inh: SARS-CoV 3CLpro protease inhibitors, primary screen, biochemical, quenched FRET. Replicase polyprotein 1ab (Severe acute respiratory syndrome coronavirus), P0C6X7. recombinant SARS-CoV 3CLpro, quenched FRET peptide cleavage. inhibition, % at 6 µM. actives 0.14% (n = 290,000). AID 1706, 2009; in the data active = inhibition above about 12%
BoNT-A LC inh2: BoNT/A light chain protease inhibitors, primary screen, biochemical, flow cytometry, MLPCN library. AID 588499, 2011. multiplex microsphere protease substrate cleavage. Botulinum neurotoxin type A light chain protease (Clostridium botulinum A str. ATCC 3502). actives 0.17% (n = 360,000). inhibition, % at 10 µM; note: plate controls were buffer without enzyme for full effect and enzyme alone for no effect
BoNT-F LC inh: BoNT/F light chain protease inhibitors, primary screen, biochemical, flow cytometry, MLPCN library. Botulinum neurotoxin type F light chain protease (Clostridium botulinum). Multiplex microsphere protease cleavage assay. inhibition, % at 10 µM. AID 588497, 2011. actives 0.22% (n = 360,000); in the data active = inhibition above about 35%, passing the limit was not always enough; inconclusive = no clear call, values can overlap the other calls; note: plate controls were buffer without enzyme for full effect and enzyme alone for no effect
MazEF act: activators of E. coli MazEF toxin-antitoxin RNase, primary screen, biochemical, fluorescence, uHTS; Endoribonuclease toxin MazF (Escherichia coli (strain K12)), P0AE70; FAM/BHQ RNA-DNA oligo cleavage fluorescence, 5 h; activation, % at 20 µM; actives 0.32% (n = 350,000); in the data active = activation above about 50%
Target sequence (P0AE70 whole entry, looked up): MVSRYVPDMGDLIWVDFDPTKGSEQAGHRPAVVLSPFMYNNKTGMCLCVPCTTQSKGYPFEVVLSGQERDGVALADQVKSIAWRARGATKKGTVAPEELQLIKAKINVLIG
* = called active by the depositor; u = inconclusive; x = no result given. Cut-off read from the data, not from the text of the source, unless noted: active = inhibition above about 30%; inconclusive = no clear call, values can overlap the other calls; inactive = below that. This is a subset. The share of hits here may be higher or lower than overall.

Value order – Anthrax LF prot	CCHFV vOTU inh	VHR inh abs	PrPC surface inh	Rv3671c protease	SSB-PriA inh	SARS 3CLpro inh	BoNT-A LC inh2	BoNT-F LC inh	MazEF act
COc1cccc(/C=C/C(=O)OCC(=O)NC2CCCC2)c1
  -4	13	x	-7	x	x	x	-0.2	-9	2
Nc1ccc(S(=O)(=O)NCC(=O)OCCOc2ccccc2)cc1[N+](=O)[O-]
  0	-9	x	-12	8	14	x	0.4	2	-1
Cc1[nH]c2ccccc2c1/C=N/NC(=O)c1cccc([N+](=O)[O-])c1
  -18	1	20	-30	9	x	0	-0.4	-49	-4
CC1CCN(S(=O)(=O)c2ccc(C(=O)N(C)C3CCS(=O)(=O)C3)cc2)CC1 (centres undefined)
  x	-5	x	-4	5	-6	x	x	x	1
CC(C(=O)OCC(=O)Nc1ncc(Cl)cc1Cl)N1C(=O)c2ccccc2C1=O (centres undefined)
  -2	13	0	4	-5	-3	0	0.0	-3	3
CN(CCC#N)C(=O)COC(=O)[C@H](Cc1ccccc1)N1C(=O)c2ccccc2C1=O
  -7	-3	-13	-3	6	-5	0	1.4	-31	-10
COc1ccc(C(=O)NC(C)c2nccs2)cc1OC1CCN(C(C)C)CC1 (centres undefined)
  3	7	25	0	4	-12	3	3.1	0	9
Cc1cc(C)c(S(=O)(=O)NCC(CCC(=O)O)C(F)(F)F)c(C)c1 (centres undefined)
  -2	-2	9	6	7	0	1	0.1	-3	6
Cc1ccc(NC(=O)c2ccc(C)c(NC3=NC4CS(=O)(=O)CC4S3)c2)cc1C (centres undefined)
  -3	2	9	-6	3	-4	3	-0.5	-7	5
C=CCOc1ccc(/C(O)=C2/C(=O)C(=O)N(CCCn3ccnc3)C2c2cccs2)cc1 (centres undefined)
  -1	17	24	3	5	x	0	0.4	-12	-9
CCN(CC)S(=O)(=O)c1cccc(NC(=O)/C=C/c2cccc([N+](=O)[O-])c2)c1
  1	17	13	5	-40	-13	1	0.7	-8	-7
Cc1ccnc(NS(=O)(=O)c2ccc(NC(=O)c3ccccc3F)cc2)n1
  6	-13	-12	2	5	-16	-1	-0.4	u	4
O=C(NNS(=O)(=O)c1ccc(F)cc1)C1CCCCC1
  -18	3	12	-3	0	0	-5	-4.6	24	3
CC(C)(C)C(=O)N1N=C(c2cccc(NS(C)(=O)=O)c2)CC1c1cccs1 (centres undefined)
  0	9	10	10	7	-15	5	-0.5	-3	1
Cc1ccc(-c2c(C(=O)N/N=C/c3ccsc3)nnn2-c2nonc2N)cc1
  1	13	24	-5	4	x	2	0.3	1	4
CC(C)CNC(=O)C1(C)CCCN1C(=O)c1c(Cl)cccc1Cl (centres undefined)
  -12	-3	x	1	x	x	x	0.4	3	x
CC(C)(C)OC(=O)C[C@@H]1C/C=C\C[C@H](CC(=O)N(CCO)Cc2ccccc2)C(=O)N[C@@H](c2ccccc2)COC1=O
  -1	4	x	-6	0	3	x	0.5	-3	7
CCOC(=O)C1CCCN(c2nnnn2-c2ccccc2)C1 (centres undefined)
  0	7	-10	-3	-2	-7	5	0.8	4	8
CCn1c(SCC(=O)N/N=C/C=C/c2ccco2)nc2ccccc21
  -1	-4	-8	4	-5	x	3	1.3	7	1
CCN(CC(=O)Nc1ccc(OC)cc1)C(=O)c1ccc(N2C(=O)CCC2=O)cc1
  -1	-6	x	-3	-4	-6	x	-1.1	-8	-1
CC(=O)c1ccc(C(=O)N2CCC(n3nccc3NC(=O)C3CC3)CC2)cc1
  0	-10	-2	2	-3	2	-2	0.7	3	4
COc1ccc(F)c(CN2CCC(N3CCC(C(=O)N4CCOCC4)CC3)CC2)c1
  0	-3	22	-7	-3	-4	2	0.0	-2	0
Cc1cccc(C2=NN(c3ccccc3)[C@@H](C(=O)N3CCOC3=O)[C@@H]2C)c1
  -7	5	x	3	x	-53	x	-1.4	-4	1
CCCOc1ccc(C(=O)Nc2ccc(CN3CCOCC3)cc2)cc1
  4	2	15	10	8	-4	1	0.7	-1	-5
Cc1ccc(C(=O)OCc2nnc(-c3ccccc3)o2)cc1S(=O)(=O)N1CCOCC1
  -1	8	x	-8	0	-9	x	1.7	4	-3
Cc1ccc2nc(SC(C)C(=O)NCc3ccco3)[nH]c2c1 (centres undefined)
  1	-2	8	-1	-9	-4	0	-0.1	-4	-1
COc1ccc(NC(=O)CSc2cc(C(=O)c3nccn3C)c3ccccc3n2)cc1
  0	0	3	5	0	3	1	1.5	2	1
CC(=O)Nc1ccc(NS(=O)(=O)c2ccc3ccccc3c2)cc1
  8	-5	12	6	-11	-7	0	-1.1	-10	2
COCc1cc(C)n(CC(=O)Nc2ccccc2C(=O)OC)c(=O)c1C#N
  -8	-9	21	-4	-1	-10	1	-4.5	-57	5
O=S(=O)(NCCO)c1cccc2cccnc12
  -3	2	21	6	-11	-11	-1	0.4	-5	12
O=c1[nH]ncn1-c1ccccc1C(F)(F)F
  0	7	4	-4	-2	2	3	2.4	1	3
COc1ccccc1NC(=O)c1cc(-c2ccc(OC)c(OC)c2)nc2ccccc12
  17	-10	27	-3	x	-6	1	-3.9	9	-9
CCOC(=O)C1(C)CCCN1C(=O)c1ccc(C(=O)OC)cc1 (centres undefined)
  -2	1	x	-3	x	x	x	-0.3	3	x
Cc1cccc(COc2ccc(/C=C3/C(=O)N(C)C(=S)N3C)cc2)c1
  7	-15	18	-3	-3	-10	-1	0.5	-15	23
Cc1ccc(S(=O)(=O)N2CCC(=O)N(CCOC(=O)NCc3ccccc3)CC2)cc1
  x	9	0	-1	-9	-9	-2	x	x	8
CCCN(CCC)S(=O)(=O)c1cccc(C(=O)Nc2ccc3c(c2)OCO3)c1
  -1	12	52*	15	-5	-7	9	-0.4	-10	10
CCN(CCCNC(=O)COc1cc(=O)n(C)c2ccccc12)c1cccc(C)c1
  -12	9	32	1	-3	21	-4	7.0	4	4
COc1cc(-c2[nH]ncc2CN2CCN(Cc3cccs3)CC2)cc(OC)c1OC
  -4	-9	13	-9	5	-7	5	-0.7	-8	-3
C#CCn1c(S(=O)(=O)Cc2ccccc2Cl)nc(-c2ccccc2)c1-c1ccccc1
  -4	-13	-2	-3	-7	-13	-3	-1.4	-14	-8
Cc1cccc(NC(=S)NCc2ccco2)n1
  -3	6	-6	3	7	3	3	-1.0	-9	10
C/C(CC1CC(COCC(C)C)OC1=O)=N\NC(N)=S (centres undefined)
  1	-9	-7	0	-6	x	-2	-1.3	-4	4
CC(C)C(NC(=O)C1CCCCC1)C(=O)Nc1ccccn1 (centres undefined)
  -2	-3	24	2	1	7	2	0.5	-2	1
CCCCOC(=O)NC1CCS(=O)(=O)C1 (centres undefined)
  1	6	36	8	-3	-4	0	0.8	9	8
COc1ccc(C(C(=O)NC2CCCCC2)N(Cc2ccco2)C(=O)c2ccccn2)c(OC)c1 (centres undefined)
  -4	-10	-4	2	1	0	-1	-2.4	-4	-7
Cc1onc(-c2ccccc2)c1C(=O)N1CCN(CCc2ccccc2)CC1
  -4	-10	-1	-2	-4	-10	-3	-0.5	-10	4
Cc1ccccc1C(=O)NCC(=O)OC(C)C(=O)Nc1cccc(S(=O)(=O)N2CCOCC2)c1 (centres undefined)
  4	-4	x	1	5	-7	x	3.9	7	7
COc1cc(/C=N/NC(=O)COc2ccccc2C)ccc1OC(=O)c1cccs1
  -2	-3	17	2	-1	x	2	u	0	-14
CCc1nnc(NC(=O)c2ccc3c(=O)n4c(nc3c2)CCC4)s1
  -8	-5	x	-5	x	x	x	-0.2	-1	5
Clc1cccc(/C=N/Nc2ncnc3ccccc23)c1
  -8	8	10	-1	10	x	-4	-0.1	-8	4
Cc1noc(C)c1C(=O)OCC(=O)Nc1ccc(N2CCOCC2)cc1
  x	32*	x	10	-2	-6	x	x	x	3
COC(=O)/C=C1\SC(=NC(=O)c2cccc([N+](=O)[O-])c2)NC1=O
  0	-3	5	-16	-3	-3	0	-1.4	-9	-1
CN(C)c1ccnc(-n2cccc2/C=N/OCc2ccc(F)cc2Cl)c1C#N
  -3	7	12	-4	0	x	1	-0.2	-5	4
CCOc1ccc(NC(=O)c2ccc(Cn3nc(C)cc3C)o2)cc1
  -2	10	10	0	-3	5	-3	1.9	10	3
COc1cc(OC)c(NC(=O)c2sc3ncn(CC(=O)N4CCN(c5ccccn5)CC4)c(=O)c3c2C)cc1Cl
  2	11	4	-4	-9	-3	2	-0.8	3	-31
COC(=O)c1ccc(N2CCN(S(=O)(=O)c3ccc(C)cc3)CC2)c([N+](=O)[O-])c1
  0	-5	4	-2	0	2	-6	0.1	-3	-2
CCC(=O)NC(c1cc(Cl)c2cccnc2c1O)C(C)C (centres undefined)
  0	2	x	14	13	-1	x	0.2	-2	10
COc1ccccc1/C=N/NC(=O)c1cc2c(OC)c(OC)ccc2[nH]1
  5	12	20	5	x	x	-2	-1.9	-12	9
CN1CC(=O)N(CC(=O)Nc2cccc(S(=O)(=O)N3CCOCC3)c2)C1=O
  -2	8	-4	-1	-4	-13	1	-1.2	-11	6
COc1ccc(C2COc3cc(O)ccc3C2)c(OC)c1O (centres undefined)
  2	-2	x	-4	5	9	x	-1.3	4	1
